BioA inh: blocks M. tuberculosis BioA enzyme activity | purified M. tuberculosis BioA enzyme, plate reader | 360,000 tested, 0.096% active | inhibition, % at 9.99 µM; in the data active = inhibition above about 40%
* marks the source's active call; other numbers are inactive results. This is a subset. The share of hits here may be higher or lower than overall.

CO[C@H]1CN(C)C(=O)c2cc(NC(=O)c3cc(C)on3)ccc2OC[C@@H](C)NC[C@@H]1C
  BioA inh: 0.1

O=C(C[C@@H]1CC[C@@H]2[C@H](COC[C@@H](O)CN2Cc2cccc(Cl)c2)O1)NCc1cccc(F)c1
  BioA inh: -0.6

C[C@H](CO)N1C[C@H](C)[C@H](CN(C)S(=O)(=O)c2cn(C)cn2)Oc2ccc(NC(=O)Nc3ccccc3)cc2C1=O
  BioA inh: -1.2

C[C@H](CO)N1C[C@H](C)[C@H](CN(C)C(=O)Nc2ccc3c(c2)OCO3)Oc2ccc(NC(=O)NC3CCCCC3)cc2CC1=O
  BioA inh: 0.8

COc1cccc(C(=O)Nc2ccc3c(c2)OC[C@@H](C)N(C(=O)C2CCCC2)C[C@H](C)[C@@H](OC)CN(C)C3=O)c1
  BioA inh: -2.7

C[C@H](CO)N1C[C@H](C)[C@@H](CN(C)CC2CC2)Oc2c(NS(=O)(=O)c3ccc(Cl)cc3)cccc2C1=O
  BioA inh: 0.5

O=C(CC(F)(F)F)N1C[C@@H]2[C@H](c3ccccc31)[C@H](CO)N2C(=O)c1ccncc1
  BioA inh: 1.5

CN(C)C(=O)c1cccc(-c2ccc3c(c2)[C@H]2[C@H](CCN2C(=O)Cc2ccccn2)[C@H](CO)N3C)c1
  BioA inh: 2.8

COCC(=O)N(C)C[C@@H]1Oc2cc(C#CCC3CCCC3)ccc2S(=O)(=O)N([C@H](C)CO)C[C@H]1C
  BioA inh: -0.7

N#C[C@H]1[C@H](c2ccccc2)[C@H](CO)N1S(=O)(=O)c1cccc(F)c1
  BioA inh: 2.6

Cc1ccccc1S(=O)(=O)N1C[C@@H](O)COC[C@H]2O[C@@H](CC(=O)O)CC[C@@H]21
  BioA inh: -2.8

C[C@H](CO)N1C[C@H](C)[C@H](CN(C)C(=O)[C@H]2CCCN2C)OCc2ccccc2-c2ccccc2C1=O
  BioA inh: 1.8

COCCN(C[C@@H]1N[C@@H](CO)[C@H]1c1ccc(-c2ccc(F)cc2)cc1)C(C)=O
  BioA inh: -3.5

CCNC(=O)C[C@@H]1CC[C@@H](NC(=O)NC2CCCCC2)[C@H](CO)O1
  BioA inh: 0.8

CC(C)NC(=O)Nc1ccc2c(c1)CC(=O)N([C@@H](C)CO)C[C@@H](C)[C@@H](CN(C)C(=O)Nc1cccc3ccccc13)O2
  BioA inh: -1.3

Among those listed so far, these contain sulfur:
C[C@H](CO)N1C[C@H](C)[C@H](CN(C)S(=O)(=O)c2cn(C)cn2)Oc2ccc(NC(=O)Nc3ccccc3)cc2C1=O
  BioA inh: -1.2

C[C@H](CO)N1C[C@H](C)[C@@H](CN(C)CC2CC2)Oc2c(NS(=O)(=O)c3ccc(Cl)cc3)cccc2C1=O
  BioA inh: 0.5

COCC(=O)N(C)C[C@@H]1Oc2cc(C#CCC3CCCC3)ccc2S(=O)(=O)N([C@H](C)CO)C[C@H]1C
  BioA inh: -0.7

N#C[C@H]1[C@H](c2ccccc2)[C@H](CO)N1S(=O)(=O)c1cccc(F)c1
  BioA inh: 2.6

Cc1ccccc1S(=O)(=O)N1C[C@@H](O)COC[C@H]2O[C@@H](CC(=O)O)CC[C@@H]21
  BioA inh: -2.8

Continued.
CO[C@H]1CN(C)C(=O)c2cc(NC(=O)C3CCC3)ccc2OC[C@H](C)NC[C@@H]1C
  BioA inh: -2.3

C[C@H](CO)N1C[C@H](C)[C@H](CN(C)Cc2ccccc2)Oc2ncc(-c3ccccc3F)cc2C1=O
  BioA inh: -0.5

C[C@@H]1CCCCO[C@H](CN(C)Cc2ccc(Cl)c(Cl)c2)[C@H](C)CN([C@@H](C)CO)C(=O)c2cc(NC(=O)Nc3ccc(C(F)(F)F)cc3)ccc2O1
  BioA inh: -2.8

CNC[C@H]1OCCCC[C@H](C)Oc2ccc(NS(=O)(=O)c3cccs3)cc2C(=O)N([C@@H](C)CO)C[C@@H]1C
  BioA inh: -1.7

O=C(C[C@H]1CC[C@@H]2[C@H](COC[C@@H](O)CN2C(=O)c2ccccc2F)O1)N1CCOCC1
  BioA inh: -0.6

C[C@@H](O)C#Cc1ccc([C@@H]2[C@H]3CN(S(=O)(=O)c4ccccc4)CCCCN3[C@H]2CO)cc1
  BioA inh: -0.3

C[C@H](CO)N1C[C@H](C)[C@H](CN(C)S(=O)(=O)c2ccc(F)cc2)Oc2c(NS(C)(=O)=O)cccc2C1=O
  BioA inh: 0.2

C[C@@H]1CN([C@@H](C)CO)C(=O)c2cc(NC(=O)Nc3ccccc3)ccc2O[C@@H](C)CCCCO[C@H]1CN(C)CC1CCCCC1
  BioA inh: -0.3

CNC[C@@H]1Oc2cc(C#Cc3ccccn3)ccc2S(=O)(=O)N([C@H](C)CO)C[C@H]1C
  BioA inh: -1.3

Cc1ccc(S(=O)(=O)N(C)C[C@@H]2Oc3ccc(NC(=O)Nc4c(C)noc4C)cc3C(=O)N([C@@H](C)CO)C[C@@H]2C)cc1
  BioA inh: -0.5

C[C@H]1CCCCO[C@H](CN(C)Cc2ccc(C(=O)O)cc2)[C@@H](C)CN([C@@H](C)CO)C(=O)c2cc(NC(=O)Nc3cccc4ccccc34)ccc2O1
  BioA inh: -0.3

COCC(=O)N(C[C@H]1N[C@H](CO)[C@@H]1c1ccc(C2=CCCCC2)cc1)C(C)C
  BioA inh: -1.4

O=C(C[C@@H]1C[C@H]2c3cc(NC(=O)c4cccnc4)ccc3O[C@H]2[C@H](CO)O1)NCc1cccc(F)c1
  BioA inh: 32

C[C@@H](NC(=O)C[C@H]1C=C[C@H](NC(=O)C2CC2)[C@H](CO)O1)c1ccccc1
  BioA inh: 2.2

CN(C)C(=O)c1ccc(-c2cccc(-c3nc(C(=O)NC4CCCC4)cc4c3[C@H](CCO)N([S@@](=O)C(C)(C)C)C4)c2)cc1
  BioA inh: 2.1

COC(=O)[C@@H]1[C@@H](CO)[C@@H]2Cn3c(ccc(C4=CCCC4)c3=O)[C@H]1N2CC1CCCCC1
  BioA inh: -0.1

CO[C@H]1CN(C)C(=O)c2cc(NS(=O)(=O)c3c(C)noc3C)ccc2OC[C@@H](C)NC[C@H]1C
  BioA inh: -0.2

C[C@@H](NC(=O)C[C@@H]1C[C@@H]2c3cc(NC(=O)Nc4ccccc4F)ccc3O[C@@H]2[C@H](CO)O1)c1ccccc1
  BioA inh: -0.9

O=C(C[C@@H]1CC[C@H]2[C@@H](COC[C@@H](O)CN2CCC(F)(F)F)O1)N1CCC(Cc2ccccc2)CC1
  BioA inh: 1.7

Cc1ccc(S(=O)(=O)Nc2cccc3c2O[C@H](CN(C)C(=O)NC2CCCCC2)[C@@H](C)CN([C@@H](C)CO)C3=O)cc1
  BioA inh: 0.9

O=C(N[C@@H]1CC[C@H](CCNC(=O)c2cnccn2)O[C@H]1CO)c1ccc2c(c1)OCO2
  BioA inh: 0.6

CO[C@@H]1CN(C)C(=O)c2cc(NC(=O)C3CCCCC3)ccc2OC[C@H](C)N(C(=O)c2ccccc2)C[C@H]1C
  BioA inh: -0.9

C[C@@H]1CN([C@H](C)CO)C(=O)c2cc(-c3ccc(C(=O)N(C)C)cc3)cnc2O[C@@H]1CN(C)C(=O)C1CC1
  BioA inh: -2.0

C[C@@H]1CN([C@@H](C)CO)C(=O)c2cc(C#CCc3ccccc3)cnc2O[C@@H]1CN(C)Cc1ccccn1
  BioA inh: 1.1

CC(C)NC(=O)N1[C@H](CO)[C@@H]2c3ccccc3N(C(=O)c3ccccc3F)C[C@@H]21
  BioA inh: 6.9

C[C@@H]1CN([C@@H](C)CO)C(=O)c2cccc(NC(=O)C3CCCCC3)c2O[C@H]1CN(C)C(=O)Nc1ccc2c(c1)OCO2
  BioA inh: -1.0

O=C(C[C@H]1C=C[C@H](NC(=O)C2CCOCC2)[C@@H](CO)O1)NCc1ccncc1
  BioA inh: -0.5

O=C(N[C@H]1CC[C@H](CC(=O)N2CCOCC2)O[C@H]1CO)c1ccc2c(c1)OCO2
  BioA inh: 0.4

C[C@@H]1CN([C@@H](C)CO)C(=O)c2cc(NS(C)(=O)=O)ccc2O[C@H]1CN(C)Cc1ccc(C(=O)Nc2ccccc2N)cc1
  BioA inh: -0.8

C[C@@H]1CCCCO[C@H](CN(C)Cc2ccccc2)[C@H](C)CN([C@@H](C)CO)C(=O)c2cc(NS(=O)(=O)c3cn(C)cn3)ccc2O1
  BioA inh: -2.9

Next section:
Compound | BioA inh
C/C=C/c1ccc2c(c1)O[C@H](CN(C)Cc1ccccc1)[C@@H](C)CN([C@@H](C)CO)S2(=O)=O | 8.7
O=C(C[C@H]1CC[C@H]2[C@@H](COC[C@H](O)CN2Cc2ccc3c(c2)OCO3)O1)N1CCOCC1 | 0.7
C[C@@H]1CN([C@@H](C)CO)C(=O)c2cccc(NS(C)(=O)=O)c2O[C@@H]1CN(C)Cc1ccncc1 | -1.7
C/C=C/c1ccc2c(c1)[C@H]1[C@H](CCN1S(=O)(=O)c1ccc(C)cc1)[C@H](CO)N2 | 0.4
CCNC(=O)c1cc2c(c(-c3cccc(-c4cccc(OC)c4)c3)n1)[C@H](CCO)N([S@@](=O)C(C)(C)C)C2 | 1.6
C[C@@H]1CN([C@H](C)CO)C(=O)c2cccc(NC(=O)c3nc4ccccc4s3)c2O[C@H]1CN(C)CC1CC1 | 3.2
CN1C[C@@H]2[C@H](c3ccccc31)[C@@H](CO)N2C(=O)Nc1cccc(F)c1 | -3.5
O=C(C[C@@H]1C[C@H]2c3cc(NC(=O)c4ccc5c(c4)OCO5)ccc3O[C@H]2[C@@H](CO)O1)NCc1cccnc1 | 2.1
CNC[C@H]1Oc2c(NS(=O)(=O)c3ccc(OC)cc3)cccc2C(=O)N([C@@H](C)CO)C[C@H]1C | 0.6
CC(C)NC(=O)Nc1ccc2c(c1)C(=O)N([C@@H](C)CO)C[C@H](C)[C@@H](CN(C)C(=O)Nc1ccc(F)cc1)OCCCC[C@H](C)O2 | -2.7

Additional results follow:
Compound | BioA inh
Cc1noc(C)c1NC(=O)N(C)C[C@H]1OCCCC[C@H](C)Oc2ccc(NS(=O)(=O)c3ccc(F)cc3)cc2C(=O)N([C@@H](C)CO)C[C@H]1C | 0.3
C[C@@H](NC(=O)C[C@H]1CC[C@H](NC(=O)Cc2ccccn2)[C@H](CO)O1)c1ccccc1 | -4.2
COCC(=O)N1C[C@H](C)[C@H](OC)CN(C)C(=O)c2cc(NC(=O)c3cc(C)on3)ccc2OC[C@@H]1C | -0.5
CC(=O)N(C)C[C@H]1Oc2ncc(-c3cccc(C#N)c3)cc2C(=O)N([C@@H](C)CO)C[C@H]1C | 16
C[C@H](CO)N1C[C@H](C)[C@@H](CN(C)Cc2ccc(Cl)c(Cl)c2)Oc2ccc(NC(=O)Nc3ccccc3)cc2C1=O | -1.4
CO[C@@H]1CN(C)C(=O)c2ccc(NC(=O)Nc3cccc(F)c3)cc2OC[C@@H](C)N(C(C)=O)C[C@@H]1C | 3.9
CC(=O)N1CC[C@@H]2[C@H](CO)Nc3ccc(-c4ccc(F)cc4)cc3[C@@H]21 | 4.2
C[C@@H]1CCCCO[C@H](CN(C)Cc2ccncc2)[C@H](C)CN([C@H](C)CO)C(=O)c2cc(NS(=O)(=O)c3cn(C)cn3)ccc2O1 | -0.3
C[C@H]1CCCCO[C@H](CN(C)C(=O)Nc2ccccc2)[C@@H](C)CN([C@@H](C)CO)C(=O)c2cc(NC(=O)c3ccncc3)ccc2O1 | -1.0
C[C@H](CO)N1C[C@H](C)[C@H](CN(C)Cc2ccc3c(c2)OCO3)Oc2ccc(N(C)C)cc2C1=O | 0.1

Random excerpt: two records from the list.
Compound | BioA inh
CC(C)NC(=O)Nc1ccc2c(c1)CC(=O)N([C@@H](C)CO)C[C@@H](C)[C@@H](CN(C)C(=O)Nc1cccc3ccccc13)O2 | -1.3
O=C(C[C@@H]1CC[C@H]2[C@@H](COC[C@@H](O)CN2CCC(F)(F)F)O1)N1CCC(Cc2ccccc2)CC1 | 1.7

Continued:
Compound | BioA inh
COC(=O)C[C@H]1CC[C@H](NS(=O)(=O)c2ccccc2F)[C@@H](CO)O1 | -1.3
C[C@@H]1CN([C@H](C)CO)C(=O)c2cc(-c3cccc(F)c3)cnc2O[C@H]1CN(C)C(=O)c1cnccn1 | 13
COc1ccc(S(=O)(=O)Nc2ccc3c(c2)C(=O)N([C@H](C)CO)C[C@@H](C)[C@H](CN(C)S(=O)(=O)c2ccc(OC)cc2)OCCCC[C@@H](C)O3)cc1 | -3.1
CN1C(=O)c2cc(NC(=O)c3ccc(F)cc3)ccc2OC[C@@H]2O[C@H](CC(=O)NC3CCC3)CC[C@@H]21 | -4.0
C[C@@H]1CN([C@@H](C)CO)C(=O)c2cc(-c3cccnc3)cnc2O[C@@H]1CN(C)S(C)(=O)=O | -2.9
CC(C)NC(=O)N[C@@H]1C=C[C@@H](CC(=O)NCCN2CCCC2)O[C@@H]1CO | -0.3
CC(=O)N(C)C[C@@H]1Oc2ncc(C#Cc3cccc(F)c3)cc2C(=O)N([C@@H](C)CO)C[C@H]1C | 3.6
C[C@H]1CN([C@@H](C)CO)C(=O)c2cc(NS(=O)(=O)c3ccc(F)cc3)ccc2O[C@@H]1CN(C)C(=O)NC1CCCCC1 | 2.4
COc1ccc(NC(=O)Nc2ccc3c(c2)C(=O)N([C@@H](C)CO)C[C@@H](C)[C@@H](CN(C)S(=O)(=O)c2c(C)noc2C)OCCCC[C@@H](C)O3)cc1 | -3.8
O=C(C[C@H]1CC[C@@H](NC(=O)Cc2ccccn2)[C@@H](CO)O1)NCCc1ccccc1 | -2.0

New compounds follow:
Compound | BioA inh
O=C(Nc1ccccc1F)N[C@H]1CC[C@H](CCNS(=O)(=O)c2ccccc2)O[C@@H]1CO | -1.8
CC(=O)Nc1ccc2c(c1)C(=O)N(C)[C@@H]1CC[C@@H](CC(=O)NCc3ccc(F)cc3)O[C@@H]1CO2 | 0.7
CNC[C@H]1Oc2cc(-c3ccc(C)cc3)ccc2S(=O)(=O)N([C@H](C)CO)C[C@@H]1C | 0.9
CCCc1cn(CC[C@H]2CC[C@@H](NC(=O)C3CCC3)[C@@H](CO)O2)nn1 | -3.4
COc1ccc(-c2ccc([C@H]3[C@@H](CO)N4CCCCN(CC5CCOCC5)C[C@H]34)cc2)cc1 | -0.1
COc1ccc(S(=O)(=O)Nc2ccc3c(c2)CC(=O)N([C@@H](C)CO)C[C@@H](C)[C@@H](CN(C)C(=O)Nc2ccc(C(F)(F)F)cc2)O3)cc1 | 3.9
